High-throughput results (PubChem)
telomere uncapping: survival after telomere uncapping, modulators, primary screen, cell-based (AID 1259312); HCT116 + Ad-hTR-mut, survival, MTT, 5 d; active compounds read high; fold change at 10 µM; hit rate 4.5% among 4,500;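 active = cell survival measured by absorbance rises more than 2.5-fold over infected cells without compound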;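 also: virus expresses mutant telomerase RNA that uncaps telomeres and kills cells; compound added 2 days after infection so exposure lasts 3 days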
Starred values were filed as active, the others as inactive; i = inactive.

A first look (six entries):
Compound,telomere uncapping
Cc1ccsc1/C=C1/SC(N2CCCCC2)=NC1=O,-1.5
COC(=O)c1c(F)c(F)c(S(=O)(=O)c2c(F)c(F)c(C(=O)OC)c(F)c2F)c(F)c1F,-1.1
CCCCNC(=O)OCCSC(=S)NCCC,2.5
Cc1csc(NC(=O)c2ccnn2C)n1,1.1
Cn1c2c(c(=O)[nH]c1=O)C(c1ccc(Cl)cc1Cl)C1=C(N2)c2ccccc2C1=O (stereo not drawn),-1.4
Cc1ccc(C)c(C2C3CCCC=C3C(C#N)=C(N)C2(C#N)C#N)c1 (stereo not drawn),-5.7

The listing, repeating the preview:
Compound,telomere uncapping
Cc1ccsc1/C=C1/SC(N2CCCCC2)=NC1=O,-1.5
COC(=O)c1c(F)c(F)c(S(=O)(=O)c2c(F)c(F)c(C(=O)OC)c(F)c2F)c(F)c1F,-1.1
CCCCNC(=O)OCCSC(=S)NCCC,2.5
Cc1csc(NC(=O)c2ccnn2C)n1,1.1
Cn1c2c(c(=O)[nH]c1=O)C(c1ccc(Cl)cc1Cl)C1=C(N2)c2ccccc2C1=O (stereo not drawn),-1.4
Cc1ccc(C)c(C2C3CCCC=C3C(C#N)=C(N)C2(C#N)C#N)c1 (stereo not drawn),-5.7
O=S(=O)(Nc1ccc(Br)cc1)c1ccc(Cl)cc1,1.9
CNC(=S)Nc1cccc(OC)c1,-1.5
CCN(CC)CCCN1c2ccccc2Sc2ccc(C(F)(F)F)cc21,5.3*
Cn1c(SC2CCOC2=O)nc2ccccc2c1=O (stereo not drawn),-1.3

Next section; it opens with the 5 that closed the last part.
Compound,telomere uncapping
Cc1ccc(C)c(C2C3CCCC=C3C(C#N)=C(N)C2(C#N)C#N)c1 (stereo not drawn),-5.7
O=S(=O)(Nc1ccc(Br)cc1)c1ccc(Cl)cc1,1.9
CNC(=S)Nc1cccc(OC)c1,-1.5
CCN(CC)CCCN1c2ccccc2Sc2ccc(C(F)(F)F)cc21,5.3*
Cn1c(SC2CCOC2=O)nc2ccccc2c1=O (stereo not drawn),-1.3
O=C(N=Nc1c(O)n(Cc2cccc3ccccc23)c2ccccc12)c1ccc2c(c1)OCO2,i
CSc1nsc(N)n1,-1.6
CS(=O)(=O)Nc1cc(Cl)ccc1Cl,-1
O=C1CCCN1c1ccc(S(=O)(=O)NCC2CC3CCC2C3)cc1 (stereo not drawn),-1.4
Cc1cccn2c(=O)c(C=O)c(Nc3cccc(Cl)c3)nc12,-1.4
Cc1[nH]c(=O)[nH]c(=O)c1N(C)C,-1.3
Cc1sc(C=C(C#N)C#N)cc1COc1ccc(Br)cc1,-1.5
O=S(=O)(c1ccccc1)N(Cc1ccccc1)c1ccccn1,-1.2
COc1ccc(-c2cnc(N)s2)cc1,-1.6
Cc1sc(C2C(C#N)=C(N)OC3=C2C(=O)CC(C)(C)C3)cc1Br (stereo not drawn),-3.4
Cc1ccc2nc(NCc3cccnc3)c(C=NCc3cccnc3)c(=O)n2c1,-1.3
CC(C)COC(=O)N1CCCC1C(=O)Nc1nc2c(s1)CCCC2 (stereo not drawn),-1.6
COc1ccc(OC)c(C2Nc3cccc4cccc(c34)N2)c1,-1.1
Cc1cc(C)nc(/N=C(/N)Nc2cc([N+](=O)[O-])ccc2C)n1,-1.2
CCCCC(=O)Nc1nc(C)c(C(=O)OCC)s1,-1.8
O=[N+]([O-])c1ccc(NCCCN2CCOCC2)c(Cl)c1,-2.4
CN1CC=C2[C@H](C1)[C@@H](c1ccccc1)C(N)=C(C#N)C2(C#N)C#N,-1.6
CCSC(SCC)C(O)C(O)C(O)C(O)CO (stereo not drawn),2.3
CCC(CC)NC(=O)Cc1cccs1,-2.4
COc1ccc(-c2coc3ccc(OC4OC(COC(C)=O)C(OC(C)=O)C(OC(C)=O)C4OC(C)=O)c(OC(C)=O)c3c2=O)cc1 (stereo not drawn),-1.4
CC(C)COC(=O)N1CC(O)CC1C(=O)Nc1ccc(I)cc1 (stereo not drawn),-1.6
O/N=C/c1cc(Br)c(Sc2ccc(Cl)cc2)o1,-2.7
C=CCn1c(COc2ccccc2)n[nH]c1=S,1.5
CC1(CO)COC(COc2ccccc2)=N1 (stereo not drawn),-1.2
N#CC1=C(N)SC(N)=C(C#N)C1c1ccncc1,1.3
CCCC(C)C(=O)Nc1cc(C)on1 (stereo not drawn),-1.4
C=CC[C@H]1CC(C)=C[C@H](CC=C)N1C(C)=O,-1.7
CCN(CC)S(=O)(=O)OC1CC2c3ccccc3C1C2Cl (stereo not drawn),-1.1
O=C(COc1ccccc1)N=Nc1c(O)[nH]c2ccccc12,i
CCC1CN2CCc3cc(OC)c(OC)cc3[C@@H]2C[C@@H]1C[C@H]1NCCc2cc(OC)c(OC)cc21 (stereo partly drawn),-5
CC(C)(C)c1cc(CSCCSCc2cc(C(C)(C)C)c(O)c(C(C)(C)C)c2)cc(C(C)(C)C)c1O,-1.3
COc1ccc(OC)c(/C=c2\sc3nc4cc(Br)cnc4n3c2=O)c1,-1.4
O=C1c2ccccc2C(=O)c2c(Cl)cccc21,1.1
NNC(=O)COc1ccc2c(c1Br)CCCC2,2.8*
CCCCCCCNC(=O)c1ccco1,1.1
Cc1cc(C)cc(CC(c2nc3ccccc3[nH]2)C(C)c2nc3ccccc3[nH]2)c1 (stereo not drawn),1.6
CS(=O)(=O)N(Cc1ccccc1)Cc1ccccc1,1
O=C(NC1CCCC1)C1c2ccccc2Oc2ccccc21,-1.6
O=C(O)CSc1nc(SCc2ccccc2)nc2ccccc12,1.5
NC(Cc1c[nH]c2cc(F)ccc12)C(=O)O (stereo not drawn),1.3
CCOC(=O)CN1C(=O)S/C(=C\c2ccc(N3CCCC3)o2)C1=O,-1.2
CCOc1ccc(NCn2nc(-c3ccco3)oc2=S)cc1,-1.8
CC(=O)NC1=NC(=O)/C(=C/c2cc(C)n(-c3ccc4c(c3)OCO4)c2C)S1,1.1
O=c1n(-c2cccc(Cl)c2)c(=O)n2n1CCC2,-1
C/C(Cn1nnc([N+](=O)[O-])n1)=N\Nc1c(Cl)cc(Cl)cc1Cl,-1.4
O=c1oc(-c2ccccc2)nc2ccccc12,1.3
COC(=O)/C(C#N)=C\c1cc([N+](=O)[O-])c(C)s1,-1
CC(C)(C)c1cc(O)cc(C(C)(C)C)c1CN1CCN(CCN)CC1,-1.5
CCOC(=O)C(=O)N1CC(C)OC(C)C1 (stereo not drawn),-1.1
COC(=O)C1=C(C(=O)OC)SC2(S1)C(C(=O)OC)=C(C(=O)OC)SC1=C2c2cc(OC)ccc2NC1(C)C,1.5

Reprinted at random: three records from the list, in no set order.
Compound,telomere uncapping
CSc1nsc(N)n1,-1.6
O=C(NC1CCCC1)C1c2ccccc2Oc2ccccc21,-1.6
O=S(=O)(Nc1ccc(Br)cc1)c1ccc(Cl)cc1,1.9

(listing goes on)
Compound,telomere uncapping
O=C1OCCN1CCNc1ccc([N+](=O)[O-])cc1[N+](=O)[O-],-1.3
O=[N+]([O-])c1ccc(Cl)c(S(=O)(=O)N2CCOCC2)c1,3.5*
CCOC(=O)c1c(NC(C)=O)sc(SSc2sc(NC(C)=O)c(C(=O)OCC)c2C)c1C,-1.2
Nn1c(-c2cccs2)n[nH]c1=S,-1.2
N#Cc1c(/N=C/c2ccccc2Br)sc2c1CCCC2,-2.7
Cc1ccc2nc(-c3ccc(C)c(N)c3)oc2c1,1.1
CC1(C)CC(=O)C2=C(C1)OC(N)=C(C#N)C2c1cccs1 (stereo not drawn),4.3*
CCN(CC)c1ccc(N=Cc2c[nH]c3ccccc23)cc1,i
O=[N+]([O-])c1ccc(N2CCCC2)cc1NC1CC1,-1.5
CSc1nc2ccc(S(=O)(=O)Nc3ccc4c(c3)COC4=O)cc2s1,1.1
O=[N+]([O-])c1ccc(C(=S)N2CCOCC2)cc1,1.6
Fc1ccc(CSc2nc3ccccc3o2)c2ccccc12,1.1
O=C(CC1NC(=O)N(C2CCCCC2)C1=O)Nc1ccc2c(c1)OC1(CCCCC1)O2 (stereo not drawn),-1
N#Cc1c2c(c3c(c1NC(=O)CSc1nnc(-c4cccs4)o1)CCCC3)CCCC2,-1.7
CCCC(CCC)C(N)=O,-1.5
COc1cc(NS(=O)(=O)c2ccc(N)cc2)nc(OC)n1,3.1*
CS(=O)(=O)N1CCN(c2c([N+](=O)[O-])cc(C(F)(F)F)cc2[N+](=O)[O-])CC1,-2.2
COc1ccc(S(=O)(=O)Nc2ccc3c(c2)OCCO3)cc1,-1.4
CCc1cc(-c2nc(C)nc(C(F)(F)F)c2-c2csc(C)n2)c(O)cc1OC,i
Nc1nc(CSc2ncccn2)nc(Nc2ccccc2)n1,2.1
Clc1cccc(N=Cc2cc3ccccc3nc2Cl)c1Cl,3.4*
O=C(c1sc2ccccc2c1Cl)N1CCc2ccccc21,2.2
Cn1c(NC(=O)c2n[nH]c(=O)c3ccccc23)nc2ccccc21,1.1
CC(=O)NS(=O)(=O)c1ccc(N)cc1,-1.7
CCOC(=O)C1=C(C)NC2=C(C(=O)CC(C)(C)C2)C1c1ccc(C)s1 (stereo not drawn),-1.3
CC(C)N1C=C(Cc2cccnc2)C2=C(C1)C(c1cccnc1)C(C#N)=C(N)O2 (stereo not drawn),2.2
Cc1ccc(-c2csc(N3CCN(Cc4ccc5c(c4)OCO5)CC3)n2)cc1,1.2
CSc1ncnc2nc[nH]c12,-2.4
O=C(Nc1ccc(Cl)cc1)Nc1ccc(Cl)cc1Cl,-2.8
CCOC(=O)c1ccc(CN)o1,-1.2

Copied from the list:
telomere uncapping, N#Cc1c(/N=C/c2ccccc2Br)sc2c1CCCC2 = -2.7
telomere uncapping, CCCCC(=O)Nc1nc(C)c(C(=O)OCC)s1 = -1.8

The results go on.
Compound,telomere uncapping
CN(C)S(=O)(=O)Nc1ccc(Br)cc1,-2.3
O=C(CSc1nc2ccc(C(F)(F)F)cc2s1)Nc1nccs1,1.3
CS(=O)(=O)Nc1ccc(Br)cn1,-1.3
O=C1NC(=O)c2cc(-c3ccc(/C=N/O)o3)ccc21,-1.3
C(=C\c1ccccc1)/CN1CCN(C(c2ccccc2)c2ccccc2)CC1,-1.5
O=c1c(O)c(-c2ccc(O)c(O)c2)oc2cc(O)ccc12,-1.7
COc1ccc2[nH]c(=O)c3c(c2c1)OC(C)(C)C=C3,1.9
O=C(CSc1ncccn1)N1CCN(C(=O)CSc2ncccn2)CC1,-1.2
CCc1ccc(C(C)NS(=O)(=O)c2ccc3oc4ccccc4c3c2)cc1 (stereo not drawn),-1.1
Brc1ccc2nc(SCCOc3ccccc3)[nH]c2c1,-1.5
COC(=O)c1ccc(=O)oc1,-1.1
CCOC(=O)c1c(NC(=O)CCC(=O)O)sc2c1CCN(C(=O)OCC)C2,1.1
COc1ccc(C2C3CCC=C3C(C#N)=C(N)C2(C#N)C#N)c(OC)c1 (stereo not drawn),1.3
O=[N+]([O-])c1ccc2c(c1)OC1(CCCC1)O2,-1.3
Oc1ccc(Br)cc1C=Nc1cc(Cl)ccc1Cl,i
CCCN(CCC)C(=S)N=Nc1c(O)[nH]c(=O)[nH]c1=O,i
O=C1NC(=O)N(Cc2ccccc2)C(=O)/C1=C/N1CCc2ccccc21,-2.3
CS(=O)(=O)N1CCN(S(C)(=O)=O)C(=O)C1,1.1
O=c1c(-c2ccc(O[C@@H]3O[C@H](CO)[C@@H](O)[C@H](O)[C@H]3O)cc2)coc2cc(O)cc(O)c12,1.1
O=S(=O)(CCOc1ccccc1)c1nc2ccccc2[nH]1,-1.9
Cc1cc(C)c(-c2c(C#N)c(N)nc3c2CCCCCC3)c(C)c1,1
CS(=O)(=O)NCCCNc1ccc(Cl)cc1[N+](=O)[O-],1.1
COc1cccnc1Br,1.4
Nc1nonc1NC(=O)CSc1nnnn1-c1ccccc1,1
COc1ccc2c(C)cc(=O)oc2c1,-1
O=Nc1c2ccc[nH]c-2c2ccccc12,-1.7
O=[N+]([O-])c1ccc(N2CCN(S(=O)(=O)c3ccc4ccccc4c3)CC2)c2ncccc12,-1.1
COc1ccc(-n2nc3ccc(N)cc3n2)cc1,1.7
Brc1ccc2c(c1)[C@@H]1C=CC[C@@H]1[C@H](c1ccncc1)N2,-2
COc1ccc(/C=C2/SC(=S)N(N)C2=O)cc1,-1.8

Some of the compounds tested; count on the stated rates, not on these rows.
